# Abeta rescue – qHTS for compounds that reverse cellular toxicity of Amyloid beta (A-beta) peptide in yeast: Primary Screen; yeast expressing A-beta42, growth rescue, OD600, 48 h; response scale: 0% DMSO, 100% iron-clioquinol control; Potency, µM (series often up to 46.1 µM), inactives show at the highest dose growth rescue, hits mostly activators; 410,000 compounds, 0.063% hits; note: potency is the fitted concentration of half-maximal effect; nearly all actives have a fitted effect of over 55% in size
#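 Growth rescue measured by 600 nm absorbance after 48 h yeast culture at 30 C with compound. Values normalized between DMSO and an equimolar ferric chloride plus clioquinol control.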
# FUS suppressor – qHTS for Suppressors of FUS Proteinopathy: Primary screen using FUS-linked yeast assay | S. cerevisiae FUS-expressing, growth rescue, OD600, 24 h | Potency, µM (top dose mostly 76.6 µM), for inactives: at the top dose growth rescue (activation), hits mostly activators | 390,000 compounds, 0.24% hits;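 note: potency is the fitted concentration of half-maximal effect; plate controls were DMSO vehicle for no effect and reference control for full effect; nearly all actives have a fitted effect of over 55% in size; some results filed as inactive show a strong effect at the top dose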
#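 FUS-expressing yeast, raffinose-pregrown, induced in 2% galactose minimal medium at OD 0.005; compounds in a dilution series, 24hr at 30C. Growth restoration read as absorbance at 600 nm. CP55940 positive control, DMSO negative.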
# D3 antag – qHTS of D3 Dopamine Receptor Antagonist: qHTS; D3R cells, DiscoveRx beta-arrestin luminescence, antagonist mode; active compounds read low; AID 652054, 2013; max response, negative = inhibition, %; 360,000 compounds, 2.5% hits; in the data active = max response below about -50%; inconclusive = no clear call, values can overlap the other calls; note: % is set by controls: 0 for no effect and ±100 for the full control effect; mostly tested at two doses, the higher about 12 µM
#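 Cells plated overnight at 1500 cells/well, then exposed to library compounds with dopamine controls for 90 minutes at 37 degrees C. DiscoveRx reagent added for 30–60 minutes at room temperature; luminescence read, quantitative HTS format.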
# aSyn yeast inh – qHTS of alpha-syn Inhibitors | Yeast expressing alpha-synuclein, growth rescue, BacTiter-Glo, 24 h | Potency, µM (highest dose often 46.1 µM), without a hit: top-dose growth rescue (activation), most hits filed as activators | 370,000 compounds, 0.14% hits | AID 652106, 2013; note: potency is the fitted concentration of half-maximal effect; % of control where 0% means no effect; nearly all actives have a fitted effect of over 65% in size
#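 Rescue of yeast growth: cells expressing toxic alpha-synuclein, induced in galactose at OD600 0.02, incubated with compound 24 h at 30 C. ATP luminescence quantified growth; inhibitors of toxicity appear as activators.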
# EPAC2 antag – qHTS for Antagonist of cAMP-regulated guanine nucleotide exchange factor 2 (EPAC2): primary screen; Rap guanine nucleotide exchange factor 4 (Homo sapiens), Q8WZA2; EPAC2 GEF exchange of Rap1B-BODIPY-GDP, fluorescence; Potency, µM (top dose mostly 114 µM), for the others: at the highest dose activity, negative = inhibition, most hits filed as inhibitors; 360,000 compounds, 0.18% hits; note: potency is the fitted concentration of half-maximal effect; % is set by controls: 0 for no effect and ±100 for the full control effect; nearly all actives have a fitted effect of over 45% in size; many of its hits are not listed in these tables
# Target sequence (Q8WZA2 whole entry, looked up): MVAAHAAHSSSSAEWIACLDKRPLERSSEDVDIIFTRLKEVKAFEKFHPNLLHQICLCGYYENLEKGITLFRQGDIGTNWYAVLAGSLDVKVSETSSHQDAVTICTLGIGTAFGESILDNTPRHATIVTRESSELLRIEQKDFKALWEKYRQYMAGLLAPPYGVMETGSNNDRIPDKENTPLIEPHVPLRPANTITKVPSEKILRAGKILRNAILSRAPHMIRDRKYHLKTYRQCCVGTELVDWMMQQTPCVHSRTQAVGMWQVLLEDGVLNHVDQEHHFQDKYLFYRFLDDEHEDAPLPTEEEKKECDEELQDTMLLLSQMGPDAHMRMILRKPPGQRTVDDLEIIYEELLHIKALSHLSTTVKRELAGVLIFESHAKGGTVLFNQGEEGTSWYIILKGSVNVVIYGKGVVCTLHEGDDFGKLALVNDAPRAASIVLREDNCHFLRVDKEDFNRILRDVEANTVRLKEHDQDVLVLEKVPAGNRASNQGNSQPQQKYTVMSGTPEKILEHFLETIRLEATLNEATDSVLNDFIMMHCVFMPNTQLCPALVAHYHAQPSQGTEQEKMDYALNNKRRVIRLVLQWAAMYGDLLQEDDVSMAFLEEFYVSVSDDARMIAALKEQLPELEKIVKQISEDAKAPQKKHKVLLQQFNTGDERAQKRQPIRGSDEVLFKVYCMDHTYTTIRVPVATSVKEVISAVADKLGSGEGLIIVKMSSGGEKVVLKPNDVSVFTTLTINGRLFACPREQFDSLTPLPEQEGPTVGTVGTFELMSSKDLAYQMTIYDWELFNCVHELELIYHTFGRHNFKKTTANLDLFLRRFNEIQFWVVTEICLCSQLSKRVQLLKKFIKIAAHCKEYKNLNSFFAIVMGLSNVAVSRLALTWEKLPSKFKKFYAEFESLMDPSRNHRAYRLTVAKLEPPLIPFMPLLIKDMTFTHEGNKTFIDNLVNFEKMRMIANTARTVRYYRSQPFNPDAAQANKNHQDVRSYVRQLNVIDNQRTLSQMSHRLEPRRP
# DRD3 agonist – qHTS of D3 Dopamine Receptor Agonist: qHTS. max activation, %. 410,000 compounds, 0.58% hits. D3R DiscoveRx beta-arrestin cells, luminescence, 90 min. D(3) dopamine receptor (Homo sapiens), P35462; in the data active = max activation above about 30%; note: 0% is about no effect; mostly tested at two doses, the higher about 12 µM
#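 Agonist-mode cell screen: cells plated at 1500/well and incubated overnight at 37 °C, then exposed to library compounds for 90 min at 37 °C. Detection reagent was added for 30–60 min at room temperature, and luminescence was read.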
# EPAC2 ag – qHTS for Agonist of cAMP-regulated guanine nucleotide exchange factor 4 (EPAC2): primary screen; Potency, µM (top dose mostly 154 µM), without a hit: top-dose activation, usual class: activators; 360,000 compounds, 0.079% hits; EPAC2 activation, biochemical qHTS; response scale: 100% = 6.5 mM cAMP response; AID 720711, 2013; Rap guanine nucleotide exchange factor 4 (Homo sapiens), Q8WZA2; note: potency is the fitted concentration of half-maximal effect; nearly all actives have a fitted effect of over 50% in size
#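 Compounds were added across a concentration range to EPAC2 (100 nM), RAP1B-BODIPY-GDP (250 nM) and GDP (50 uM). After 5 min at room temperature, fluorescence was recorded at 5-min intervals for 30 min.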
# TDP-43 yeast inh – qHTS of TDP-43 Inhibitors; AID 652104, 2013; TDP-43 expressing yeast growth rescue, BacTiter-Glo, 24 h; 410,000 compounds, 1.8% hits; Potency, µM (titrated, usually from 46.1 µM), inactives show top-dose growth rescue (activation), most hits filed as activators; note: potency is the fitted concentration of half-maximal effect; % of control where 0% means no effect; nearly all actives have a fitted effect of over 50% in size
#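 In this qHTS, compounds that restore growth of yeast expressing TDP-43 appear as activators. Cells (OD600=0.02, galactose medium, raffinose-pregrown) are incubated with compound 24 hr at 30 deg C and growth is quantified by BacTiter-Glo.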
# Numbers without * were called inactive; ? = inconclusive; nt = no result given; & = joins results of further samples; [ ] = dose if it differs, or a comment. Unless noted, calls come from the whole dose curve; as a rule, active = well fitted curve in the direction sought with a large enough effect; inconclusive = small, poorly fitted or top-dose-only effect, or another doubt; inactive = no such curve, though single readings can be large; an effect the other way counts as inactive or inconclusive. A portion of the library; the hit share may differ from the screen's.
entry | mol | Abeta rescue | FUS suppressor | D3 antag | aSyn yeast inh | EPAC2 antag | DRD3 agonist | EPAC2 ag | TDP-43 yeast inh
1 | Cc1ccc(Cl)cc1NC(=O)Nc1c(C)n(C)n(-c2ccccc2)c1=O | -5%&-21% | 4%&-12% | -23 | -7% | -4% | -8&3 | 5% | -11%&0%
2 | CN(CC(=O)NCc1ccccn1)S(=O)(=O)c1ccccc1 | 5% | -6% | -12 | -3% | 5% | 0 | 4% | -18%
3 | CCc1ccccc1NC(=O)CCc1nc(-c2cccs2)no1 | -2% | -5% | -2 | 2% | 4% | -8 | 1% | 22%
4 | O=C(Nc1nc(-c2nc3ccccc3s2)cs1)C1COc2ccccc2O1 (stereo unspecified) | 8% | 8% | 57 | 0% | 9% | 20 | 11% | 0%
5 | COc1ccc(C2c3cc(OC)c(OC)cc3CCN2C(=O)c2cccc([N+](=O)[O-])c2)cc1OC (stereo unspecified) | 17% | 29% | -11 | 14% | 6% | -2 | 7% | 13%
6 | CCOc1ccc2nc(NC(=O)Cn3cnc4c3c(=O)n(C)c(=O)n4C)sc2c1 | 1% | 6% | -10 | 9% | -6% | 7 | 4% | -9%
7 | Nc1ccn([C@@H]2O[C@H](CNC(=O)[C@@H](Cc3cccnc3)NC=O)[C@@H](O)[C@H]2O)c(=O)n1 | -4% | -13% | -15 | 1% | 9% | 2 | 9% | 24%
8 | C[C@H]1COC(=O)[C@@H](CC(=O)OC(C)(C)C)C/C=C\C[C@@H](CC(=O)N(CCO)Cc2ccccc2)C(=O)N1 | 4% | 13% | 9 | 3% | 7% | -2 | 0% | 14%
9 | NCCCCCc1nnc(SCC(=O)c2ccc(Cl)cc2)o1 | 11% | -6% | ? | 12% | -8% | -8 | -2% | -1%
10 | COc1ccc(C2CC(c3cccs3)=NN2C(=O)c2ccc(Br)o2)cc1 (stereo unspecified) | 17% | 16% | 12 | 17% | 8% | 2 | 11% | -10%
11 | O=C1C=CC(=Nc2ccc(F)cc2)O1 | -93%[inhibitor] | 0% | 0 | -71%[inhibitor] | 4% | -13 | 9% | ?
12 | CC(C)CN(C(=O)COC(=O)c1ccc2c(c1)OCO2)c1c(N)n(Cc2ccccc2)c(=O)[nH]c1=O | -4% | 8% | -8 | -2% | -1% | -1 | -8% | 21%
13 | CCC(C)(C)n1nnnc1CN(Cc1cccs1)Cc1cc2cc(OC)ccc2[nH]c1=O | 0% | 40% | 2 | -3% | 0% | 4 | 11% | -18%
14 | Cc1ccc(NC(=O)C2CCC(C(C)(C)C)CC2)cc1S(=O)(=O)N1CCOCC1 (stereo unspecified) | 23% | 43% | 5 | -17% | -11% | -14 | -12% | 18%
15 | Cc1cccc(NC(=S)N(C)Cc2cn(C)c3ccccc23)c1 | 5% | nt | -11 | 14% | 2% | -7 | 14% | 12%
16 | CC(C)CCNC(=O)c1cccnc1Sc1ccccc1 | -7% | nt | -5 | -2% | -9% | 0 | 12% | -7%
17 | c1ccc(-c2ccc(OCCOCCn3cncn3)cc2)cc1 | -33%[inhibitor] | 0% | 3 | 0% | -5% | -2 | 8% | 14µM*
18 | Cc1c(NC(=O)c2c(NC(=O)CNC3CC3)sc3c2CCCC3)c(=O)n(-c2ccccc2)n1C | -4% | 21% | -3 | -5% | -3% | -5 | 1% | 11%
19 | Cc1c(C=O)c(=O)n(-c2ccccc2)n1-c1ccccc1 | 11% | nt | -21 | -9% | 9% | -15 | 3% | -33%
20 | Cc1cc(C)c(NS(=O)(=O)c2ccc(NC(=O)CCC(=O)O)cc2)c(C)c1 | -9% | -5% | -7 | -3% | 13% | -5 | 2% | 7%
21 | Cc1cccc(N2CCN(S(=O)(=O)c3cc(Br)cc4c3N(C(=O)C3CC3)CC4)CC2C)c1 (stereo unspecified) | -13% | 38% | nt | nt | nt | 2 | nt | 28%
22 | CCOc1ccc(S(=O)(=O)NCc2ccc3c(c2)CCN3C(=O)c2ccc(C)cc2)cc1 | 10% | 25% | nt | nt | nt | 9 | nt | 11%
23 | O=S(=O)(Nc1cccc(-c2cn3c(n2)SCC3)c1)c1cccs1 | -8% | 11% | -25 | -1% | 5% | 1 | 12% | 3%
24 | CCN1CCN(C(=O)C(C)Sc2nnc3nc(C)cc(C)n23)CC1 (stereo unspecified) | 1% | -15% | 14 | 1% | 3% | -7 | 3% | 3%
25 | CCOC(=O)c1cccc2c1-c1ccccc1/C2=N/O | -50%[inhibitor] | -1% | 33 | -13% | -15% | 30 | 30% | 14µM*
26 | COc1ccc2c(c1)c(C(=O)O)c(C)n2CCc1ccc(OC)c(OC)c1 | 0% | 3% | 0 | 15% | 8% | 1 | 3% | 0%
27 | COc1ccc(Nc2c3c(nc4ccccc24)CCC3)cc1 | -13% | ? | -2 | 0% | -11% | -15 | 6% | -15%
28 | CCCCNC1=NCCS1 | 2% | 21% | 1 | -3% | 1% | -5 | 9% | -8%
29 | CC(=O)Nc1ccc(OC(F)(F)Cl)cc1 | -5% | -34% | -7 | 0% | 3% | 1 | 5% | 12%
30 | O=C(NC(=S)Nc1ccccc1)c1cccs1 | ? | 11% | -18 | 15% | 1% | -17 | 3% | 3%

# Results in sequence from the entries so far:
# Entries 8 to 19 in Abeta rescue, in turn: 4%, 11%, 17%, -93%[inhibitor], -4%, 0%, 23%, 5%, -7%, -33%[inhibitor], -4%, 11%
# Entries 8 to 19 in TDP-43 yeast inh, in turn: 14%, -1%, -10%, ?, 21%, -18%, 18%, 12%, -7%, 14µM*, 11%, -33%

# Limited to EPAC2 ag (2 entries from above):
entry | SMILES | EPAC2 ag
28 | CCCCNC1=NCCS1 | 9%
29 | CC(=O)Nc1ccc(OC(F)(F)Cl)cc1 | 5%

# The main list resumes, repeating the 6 entries before the break.
entry | mol | Abeta rescue | FUS suppressor | D3 antag | aSyn yeast inh | EPAC2 antag | DRD3 agonist | EPAC2 ag | TDP-43 yeast inh
25 | CCOC(=O)c1cccc2c1-c1ccccc1/C2=N/O | -50%[inhibitor] | -1% | 33 | -13% | -15% | 30 | 30% | 14µM*
26 | COc1ccc2c(c1)c(C(=O)O)c(C)n2CCc1ccc(OC)c(OC)c1 | 0% | 3% | 0 | 15% | 8% | 1 | 3% | 0%
27 | COc1ccc(Nc2c3c(nc4ccccc24)CCC3)cc1 | -13% | ? | -2 | 0% | -11% | -15 | 6% | -15%
28 | CCCCNC1=NCCS1 | 2% | 21% | 1 | -3% | 1% | -5 | 9% | -8%
29 | CC(=O)Nc1ccc(OC(F)(F)Cl)cc1 | -5% | -34% | -7 | 0% | 3% | 1 | 5% | 12%
30 | O=C(NC(=S)Nc1ccccc1)c1cccs1 | ? | 11% | -18 | 15% | 1% | -17 | 3% | 3%
31 | COc1ccc(OC)c(Nc2cc(C)nc3nc(C)nn23)c1 | -12% | -21% | 0 | ? | -15% | 2 | 5% | 1%
32 | O=S(=O)(Cc1cccc(F)c1)c1c[nH]c2ccccc12 | 0% | 0% | ? | 13% | 2% | -6 | 8% | 9%
33 | O=C(NCCCN1CCCC1=O)c1cc(COc2ccc(F)cc2F)on1 | -13% | -6% | -1 | 0% | 1% | 1 | 3% | 7%
34 | COc1ccc(CCNC(=O)CCOc2ccc(C)cc2)cc1OC | 10% | 7% | 0 | -1% | 3% | 4 | 2% | 15%
35 | Cc1cc(Cl)ccc1OCC(=O)NNC(=O)c1cccnc1 | 8% | 9% | 6 | 1% | -5% | 7 | 5% | 6%
36 | CC(=O)Nc1cc2c(cc1Cl)-c1ccccc1C2O (stereo unspecified) | -2% | 14% | 4 | 11% | 0% | -18 | -1% | -15%
37 | COc1nccnc1NS(=O)(=O)c1ccc(NC(=S)NC(=O)c2ccc(F)c(F)c2)cc1 | 9% | 2% | -16 | 14% | 6% | -13 | -2% | 13%
38 | CCC(C)NC(=O)C1CCN(S(=O)(=O)c2ccc3c(ccn3CC)c2)CC1 (stereo unspecified) | 3% | -2% | nt | nt | nt | -9 | nt | 15%
39 | CC(=O)Nc1cc(S(=O)(=O)Nc2ccccc2)c(C)cc1C | -11% | 10% | 17 | -13% | 3% | -14 | 2% | -24%
40 | CN1CCN(C(=S)SCC(=O)N2CCCc3ccccc32)CC1 | -2% | nt | -61* | 0% | -2% | -50 | -8% | 14%
41 | O=S(=O)(Cc1nnnn1-c1ccccc1)c1ccccc1 | 5% | -3% | 9 | 15% | -1% | -1 | 3% | 4%
42 | CC(C)CC(=O)Nc1ccc(N2CCN(S(C)(=O)=O)CC2)cc1 | -15% | nt | 5 | -11% | 12% | 1 | 1% | 2%
43 | COc1ccc(NC(=O)Cn2nnc(C(=O)NCc3cccs3)c2N)cc1 | 9%&-6% | 3%&22% | 3 | 3% | 3% | -1&4 | 6% | 13%&10%
44 | O=C(NNC(=S)NCc1ccco1)C(c1ccccc1)c1ccccc1 | -17% | 12% | -15 | -1% | 2% | 2 | 1% | ?
45 | CC(=O)C1=C(C)NC(SCc2cccc([N+](=O)[O-])c2)=C(C#N)C1c1ccco1 (stereo unspecified) | 9% | nt | -14 | 11% | -8% | -4 | 4% | 1%
46 | Cc1ccccc1-c1noc(C23CC4CC(CC(C4)C2)C3)n1 | 1% | -5% | -3 | nt | 4% | -5 | 6% | -2%
47 | CCOC(=O)N/N=C/C(Cl)=C/c1ccccc1 | 8% | 3% | -3 | 4% | -3% | -4 | 3% | 16%
48 | CCN(CC)S(=O)(=O)c1ccc(N2CCOCC2)c(NC(=O)CN2C(=O)NC3(CCCC3)C2=O)c1 | 7% | 16% | 7 | -8% | 3% | 5 | 2% | 13%
49 | Cn1c(CC(=O)NNC(=O)c2cncc(Br)c2)nc2ccccc21 | -5% | -1% | 26 | 4% | 10% | 1 | -1% | 10%
50 | CCN(CC)S(=O)(=O)c1ccc(N2CCN(S(=O)(=O)c3ccc4c(c3)OCCO4)CC2)nc1 | -17% | 45% | -10 | -1% | -9% | -2 | 3% | -1%
51 | Cc1nnsc1SC(C)C(=O)O (stereo unspecified) | -1% | -2% | 16 | 0% | -3% | -1 | 1% | 4%
52 | c1cc(OCCCN2CCCCC2)ccc1CN1CCCCC1 | -21% | 15% | -17 | -11% | -1% | -6 | 4% | -13%

# From PubChem
